# TCR CD3 inh: inhibitors of human TCR-CD3 interaction, primary screen, biochemical, fluorescence, TAMRA-labeled TCR probe | 360,000 tested, 0.37% active | inhibition, % at 9.4 µM | T-cell receptor (TCR) | AID 651800, 2012; in the data active = inhibition above about 19%;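 also: recombinant mutant TCR 2C K166C tagged with TAMRA read by polarization; 0% = receptor in buffer alone and 100% = receptor with positive control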
# NPR1 activator: GC-A stimulated cGMP production enhancers – HEK293 GC-A cells, cGMP TR-FRET, EC30 ANP, primary screen; activation, % at 10 µM; 370,000 tested, 0.14% active; Atrial natriuretic peptide receptor 1 (Homo sapiens), P16066; 0% at EC30 ANP, 100% saturating ANP; in the data active = activation above about 40%
# UHRF1 MBD2 ctr: UHRF1 methylated DNA binding inhibitors, primary screen, counter-screen for MBD2 inhibitor project, biochemical, TR-FRET, human UHRF1, single concentration; E3 ubiquitin-protein ligase UHRF1 (Homo sapiens), Q96T88; UHRF1 binding to methylated oligo; inhibition, % at 4.4 µM; 370,000 tested, 0.75% active; AID 687016, 2013; in the data active = inhibition above about 21%;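 also: UHRF1 SRA domain binding a hemimethylated CpG hairpin DNA probe; 0% = median of test compound wells and 100% = reference inhibitor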
# SIAE inh: human SIAE inhibitors, primary screen, biochemical, fluorescence polarization, FP-Rh probe, 1536-well HTS | SIAE FP-Rh probe binding | Sialate O-acetylesterase (Homo sapiens), Q9HAT2 | inhibition, % at 9.66 µM | 370,000 tested, 0.69% active;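 active = inhibition above a cutoff: mean of compounds within the control limits plus 3 SD of those, cut at about 17% in these data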;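 also: 0% = plate median of compound wells and 100% = probe without SIAE protein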
# GC-B act: human GC-B receptor activators, primary screen, HEK293 GC-B cells, cGMP TR-FRET, EC30 CNP; Atrial natriuretic peptide receptor 2 (Homo sapiens), P20594; 0% at EC30 CNP, 100% saturating CNP; activation, % at 10 µM; 370,000 tested, 0.11% active; AID 1920062, 2024;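 active = activation at 10 µM reaching about 35% in either raw or pattern-adjusted values, limit read from the data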
# Target sequence (P20594 whole entry, looked up): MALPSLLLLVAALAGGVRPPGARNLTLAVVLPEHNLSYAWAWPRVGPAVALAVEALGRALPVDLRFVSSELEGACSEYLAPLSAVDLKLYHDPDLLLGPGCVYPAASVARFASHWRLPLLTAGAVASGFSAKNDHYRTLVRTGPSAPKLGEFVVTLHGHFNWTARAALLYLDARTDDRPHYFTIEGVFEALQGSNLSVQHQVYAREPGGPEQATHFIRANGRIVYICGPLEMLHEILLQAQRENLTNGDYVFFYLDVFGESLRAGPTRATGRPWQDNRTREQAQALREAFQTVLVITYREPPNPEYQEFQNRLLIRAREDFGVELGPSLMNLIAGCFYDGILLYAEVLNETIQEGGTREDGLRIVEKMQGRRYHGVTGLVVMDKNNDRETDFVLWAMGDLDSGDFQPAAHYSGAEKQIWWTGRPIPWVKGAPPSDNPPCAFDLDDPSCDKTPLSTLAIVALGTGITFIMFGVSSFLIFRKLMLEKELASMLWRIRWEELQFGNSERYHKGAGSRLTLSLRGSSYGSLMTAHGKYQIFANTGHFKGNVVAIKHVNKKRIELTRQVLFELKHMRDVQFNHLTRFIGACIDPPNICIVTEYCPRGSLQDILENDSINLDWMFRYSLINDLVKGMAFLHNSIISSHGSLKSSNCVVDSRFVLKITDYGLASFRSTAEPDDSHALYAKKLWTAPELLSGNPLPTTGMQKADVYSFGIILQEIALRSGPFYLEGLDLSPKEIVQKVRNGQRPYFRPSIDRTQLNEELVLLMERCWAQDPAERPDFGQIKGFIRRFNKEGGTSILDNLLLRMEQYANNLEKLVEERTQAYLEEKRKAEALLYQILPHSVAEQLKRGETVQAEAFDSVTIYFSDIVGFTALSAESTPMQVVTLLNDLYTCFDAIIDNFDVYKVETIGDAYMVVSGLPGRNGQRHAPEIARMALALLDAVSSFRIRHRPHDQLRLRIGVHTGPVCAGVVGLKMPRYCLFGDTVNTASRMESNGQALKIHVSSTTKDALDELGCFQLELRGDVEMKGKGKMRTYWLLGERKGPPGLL
# ABHD4 inh: ABHD4 inhibitors, primary screen, biochemical, fluorescence polarization, mouse | (Lyso)-N-acylphosphatidylethanolamine lipase (Mus musculus), Q8VD66 | purified mABHD4, FP-Rh probe fluorescence polarization | inhibition, % at 8.92 µM | 370,000 tested, 0.54% active;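 active = inhibition exceeding the mean over every tested compound plus 3 SD, cut at about 30% in these data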;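 also: 0% = plate median of compound wells and 100% = S159A mutant with DMSO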
#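 assay system = mABHD4 protein | compound dosing = single nominal dose of 8.92 µM, 0.89% DMSO final | read-out basis = percent inhibition of probe binding, normalized to plate controls | schedule = Enzyme–compound pre-incubation 45 min, then probe 60 min, both 25 °C | detection = fluorescence polarization, excitation 525 nm, emission 598 nm, BODIPY TMR filters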
# MBD2 inh: inhibitors of MBD2 binding to methylated DNA, primary screen, biochemical, TR-FRET, DNA-binding domain, human; MBD2 binding to methylated oligonucleotide; inhibition, % at 4.4 µM; 370,000 tested, 0.31% active; in the data active = inhibition above about 13%
# HTRA1 inhibitor: HTRA1 serine protease inhibitors, primary screen, biochemical, fluorescence polarization, HTS; 340,000 tested, 0.5% active; recombinant HTRA1, FP-rhodamine activity-based probe; inhibition, % at 5.96 µM; in the data active = inhibition above about 36%;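 also: 0% = enzyme with DMSO and 100% = wells lacking enzyme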
# rCAG binder: binders of r(CAG) RNA repeats, primary screen, biochemical, fluorescence | r(CAG) RNA repeat, TO-PRO-1 dye displacement fluorescence | inhibition, % at 3 µM | 370,000 tested, 1.3% active | AID 651821, 2012;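 active = inhibition above the plate cutoff, the mean of all test compounds on that plate plus 3 SD, cut at about 35% in these data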;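 also: 0% = DMSO alone and 100% = 100 µM mitoxantrone as full dye displacement; higher means more dye released from RNA so lower well fluorescence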
# PRMT1 inh: PRMT1 methyltransferase inhibitors, primary screen, biochemical, fluorescence polarization. recombinant PRMT1, activity-based probe fluorescence polarization. 370,000 tested, 1.3% active. AID 652257, 2013. Protein arginine N-methyltransferase 1 (Homo sapiens), Q99873. inhibition, % at 2.79 µM;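 active = inhibition above about 21% made by adding two undisclosed values, limit read from the data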
# Numbers without * were called inactive; · = no result given. These rows are one share of the data; count on the stated rates, not on these rows.
SMILES,TCR CD3 inh,NPR1 activator,UHRF1 MBD2 ctr,SIAE inh,GC-B act,ABHD4 inh,MBD2 inh,HTRA1 inhibitor,rCAG binder,PRMT1 inh
COc1ccc(N2CCN(C(=O)Cc3csc(NC(=O)Nc4ccccc4OC)n3)CC2)cc1,-16,-3,-6,-7,-4,-17,-7,-19,8,0
Cc1ccc(CC2(c3ccccc3)NC(=O)NC2=O)cc1 (centres undefined),4,-7,3,-8,-3,-4,7,2,1,11
COC(=O)c1cn(CC(=O)NC2CCCCCC2)c2ccccc12,-1,3,0,-1,-4,2,3,1,0,-1
COc1ccccc1-c1c(C(F)(F)F)oc2cc(OC(=O)c3ccccc3[N+](=O)[O-])ccc2c1=O,-10,-2,3,-3,2,-3,-1,0,4,3
CN(CC(=O)Nc1ccc(Cl)c(Cl)c1)C(=O)/C=C/c1ccc(F)cc1,5,-2,-2,1,-6,-1,-3,-17,4,-3
O=C(CCC(=O)N1CCCC1)Nc1ccc(Cl)c(Cl)c1,-2,2,1,0,1,9,2,-1,-7,1
CCN(C(=O)CN1CC(C)OC(C)C1)c1c(N)n(Cc2ccccc2)c(=O)[nH]c1=O (centres undefined),-1,4,2,3,2,3,-5,-1,1,6
COCCNC(=O)C1(C)CCCN(C(=O)c2c(F)ccc(C)c2F)C1 (centres undefined),0,-3,0,5,6,4,-1,·,-1,-1
Cc1ccc(C)c(OCC(=O)N2CCN(c3ncccn3)CC2)c1,3,-3,-1,-3,2,-1,-3,6,-1,-2
C[C@@H]1CN(C(=O)c2nc3ccc(Cl)cn3c2CN[C@H]2CCCCNC2=O)C[C@H](C)O1,1,10,4,-3,8,-1,3,2,-1,0
Cc1cc(C)c2[nH]c(=O)c(CN(Cc3cccnc3)C(=S)NCCCN(C)C)cc2c1,-3,-3,-2,9,0,-6,-6,-2,-1,-5
CSc1ncccc1C(=O)OCc1ccc([N+](=O)[O-])cc1,7,3,1,5,0,-1,1,6,1,0
CCN(C(=O)COc1ccc2ccc(=O)oc2c1)C1CCCCC1,1,0,0,-2,0,0,-1,-1,-1,3
Cc1cccc(CNc2ccc(S(=O)(=O)N3CCCCC3)cc2)c1,-9,0,3,-6,3,-11,0,-37,2,-4
COc1cc(OC)cc(C(=O)Nn2cnnc2)c1,6,4,-1,10,-2,1,3,2,-1,-5
C/C(=N\NC(=O)c1cc(-c2ccco2)nc2ccccc12)c1cccnc1,-2,0,-2,-2,3,-2,-3,-18,11,-1
CCn1nc(C)c(CNC(=O)CCc2nnc(Cc3c[nH]c4ccccc34)o2)c1C,-3,0,1,-6,4,6,-2,-6,-2,7
c1cncc(-c2nn3cnnc3s2)c1,2,4,1,6,0,4,7,10,2,3
O=C(c1ccc(S(=O)(=O)N2CCOCC2)cc1)N1CCN(S(=O)(=O)c2ccc(Cl)s2)CC1,-4,2,6,-9,-3,4,4,-15,-1,-7
CC(C)OC(=O)CSc1nc2ncc(Cl)cc2[nH]1,-3,4,4,-1,-3,-6,5,3,3,2
CCCCN1C(=O)C(CC(=O)NC2CCCC2)CC(C(=O)N(C(C)C)C(C)C)=C1C (centres undefined),-6,6,1,0,2,-1,-3,4,-2,-3
Cc1ccc(OCC(=O)NNC(=O)C2CSC3(C)CCC(=O)N23)cc1 (centres undefined),-2,2,-2,0,-5,11,-2,3,-1,4
COc1ccc(NC(=O)CSc2nc3ccccc3c(=O)n2CCC(=O)N2CCCCC2)cc1,3,-7,0,-1,2,-5,-1,-2,-4,1
CCCCCCCCCCCCCC(=O)NO,-3,11,-1,15,3,8,-3,14,-1,-4
Cc1ccc(CCNC(=O)Cn2ccc3cc(S(=O)(=O)N4CCCC4)ccc32)cc1,-4,1,3,15,5,4,-1,-6,-3,0
SMILES,TCR CD3 inh,NPR1 activator,UHRF1 MBD2 ctr,SIAE inh,GC-B act,ABHD4 inh,MBD2 inh,HTRA1 inhibitor,rCAG binder,PRMT1 inh
O=C(CNS(=O)(=O)c1ccc(F)c(Cl)c1)N1CCCCCC1,0,0,-4,1,2,-4,2,0,-4,-1
CC(=O)Oc1ccc(-c2csc(Nc3ccccn3)n2)cc1,-5,19,1,17,3,4,-1,11,1,4
Cc1c(Nc2nc3ccccc3nc2NS(=O)(=O)c2ccccc2)c(=O)n(-c2ccccc2)n1C,11,1,-2,2,1,-12,-4,3,29,1
COC(=O)c1ccc(CSc2nnc(Nc3cccc(OC)c3)s2)o1,1,6,1,-3,11,-7,-5,-11,-2,0
Cc1cccc(C)c1NC(=O)c1csc([C@H]2C[C@H](O)[C@@H](CO)O2)n1,-1,2,0,1,6,-1,-4,·,0,1
C=CCc1cccc(Cl)c1OCCCNC1CCCC1,3,-10,0,-7,-4,12,1,0,9,1
CC(C)CCN1CCN=C1Nc1ccccc1,6,1,-3,5,3,3,3,1,0,-3
CN(C)S(=O)(=O)N1CCCC(C(=O)c2ccc(C(F)(F)F)cc2)C1 (centres undefined),3,-3,2,9,11,-5,1,-13,-8,-2
Cc1cc(C)c(C)c(S(=O)(=O)N2CCC(C(=O)Nc3ccncc3)CC2)c1C,15,-3,0,2,3,1,-3,-10,-3,-2
Cc1c(NC(=O)c2ccccc2NS(=O)(=O)c2ccc(Br)cc2)c(=O)n(-c2ccccc2)n1C,-2,-3,1,-3,0,6,-4,5,42*,0
O=C(Nc1cc(C(F)(F)F)ccc1N1CCOCC1)c1cccs1,4,2,-1,0,-5,-5,-5,-2,-2,-1
COc1ccc(C(=O)N2CCOC2CNC(=O)C(=O)NCCc2ccccc2OC)cc1 (centres undefined),2,-2,-1,-7,-2,2,-1,-1,-7,0
O=C(c1ccc(S(=O)(=O)N2CCOCC2)cc1)N(c1ccc(F)cc1)C1C=CS(=O)(=O)C1 (centres undefined),-1,-2,4,-4,0,2,2,6,-7,-1
COc1ccc(Cn2c(-c3ccc(Cl)cc3)c[n+]3ccccc23)cc1,5,12,-1,-7,9,0,0,4,4,-2
O=C(c1cc2c(=O)n3ccccc3nc2s1)N1CCOCC1,0,-1,10,1,5,0,2,4,3,-2
CCOc1ccc(/C(O)=C2/C(=O)C(=O)N(CCCn3ccnc3)C2c2cccs2)cc1Cl (centres undefined),8,7,-6,3,1,4,-10,3,20,-2
N#CCOC(=O)[C@H](Cc1c[nH]c2ccccc12)NS(=O)(=O)c1ccc(Cl)cc1,-1,-4,-1,-4,-6,5,4,-3,13,3
CCOC(=O)c1ccc(S(=O)(=O)NCC(c2ccc(N(C)C)cc2)c2c[nH]c3ccccc23)cc1 (centres undefined),0,-7,-2,23*,2,-23,3,-8,14,0
O=C(COC(=O)C1(c2ccccc2F)CCCC1)N1CCc2ccccc21,0,-6,-2,-7,-3,0,2,-3,0,-1
O=C(NCCCN1CCCC1=O)c1ccc(S(=O)(=O)Nc2ccccc2)cc1,-1,0,0,-5,0,2,4,6,-7,-1
O=C(NCCc1ccccc1)c1cnc2n(c1=O)CCS2,3,4,2,3,-5,-4,2,3,-1,8
Cc1cc(-c2ccccc2)nc2cc(C(N)=O)nn12,0,11,1,-2,7,11,-1,4,8,1
O=C(NCCCN1CCCC1=O)c1ccc2c(=O)n(-c3ccccc3F)c(=S)[nH]c2c1,0,2,2,5,-5,-8,-2,-1,1,-3
O=C(Oc1c(-c2ccccc2)c(=O)n2c3c(cccc13)CC2)c1cccc([N+](=O)[O-])c1,-3,0,-2,0,2,-4,4,·,3,-1
CCc1nc2c(OCCn3cccc3)cccn2c1N(C)C(=O)C1CC1,-1,-1,0,0,0,3,0,·,5,2

# In a second layout: 2 of the compounds above
# The line under a structure holds: TCR CD3 inh | NPR1 activator | UHRF1 MBD2 ctr | SIAE inh | GC-B act | ABHD4 inh | MBD2 inh | HTRA1 inhibitor | rCAG binder | PRMT1 inh
- COc1ccc(C(=O)N2CCOC2CNC(=O)C(=O)NCCc2ccccc2OC)cc1 (centres undefined)
→ 2 | -2 | -1 | -7 | -2 | 2 | -1 | -1 | -7 | 0
- O=C(c1ccc(S(=O)(=O)N2CCOCC2)cc1)N(c1ccc(F)cc1)C1C=CS(=O)(=O)C1 (centres undefined)
→ -1 | -2 | 4 | -4 | 0 | 2 | 2 | 6 | -7 | -1

# Next part
SMILES,TCR CD3 inh,NPR1 activator,UHRF1 MBD2 ctr,SIAE inh,GC-B act,ABHD4 inh,MBD2 inh,HTRA1 inhibitor,rCAG binder,PRMT1 inh
CC[C@@H](C)[C@@H]1CN([C@@H](CN2CCC[C@H]2CN2C(N)=NC[C@H]2CC(C)C)C(C)C)C(=N)N1CCc1ccc(Cl)c(Cl)c1,-7,-1,2,6,5,35*,5,9,9,2
Cc1ccc2nc(C)cc(C(=O)OCC(=O)Nc3c(C)n(C)n(-c4ccccc4)c3=O)c2c1,3,-3,1,-2,-3,-4,-2,-1,-5,-6
CCOC(=O)c1nc(Nc2ccc(N3CCOCC3)cc2)c2ccccc2n1,-10,0,3,-3,-1,1,0,4,-7,1
O=C(Nc1ccc(F)cc1)OC1CC2CC1[C@H]1CCCCN1C2 (some centres undefined),·,1,3,5,1,5,-4,·,8,1
CCc1cccc(N(CC(=O)NC2CCCCC2)C(=O)c2csnn2)c1,3,5,1,-7,-4,-7,4,-4,-3,3
O=C1NC[C@@H](CCCCN2C[C@H](Cc3ccc(O)cc3)N(CC3CCCCC3)C(=O)C2=O)N(CCC2CCCCC2)C1=O,3,1,-2,-4,1,4,-2,·,4,-1
CCOC(=O)c1ccc(NC(=O)Nc2ccc(F)cc2)cc1,-2,3,-2,-13,2,-27,1,-33,5,-2
CC(C)[C@H](NC(N)=O)C(=O)Nc1ccc(Oc2ccccc2)cc1,5,3,3,-4,3,-3,2,-1,-3,1
CCOCCCNC(=O)C1CCC(CNS(=O)(=O)c2cccc3nsnc23)CC1 (centres undefined),8,4,2,3,3,0,-3,0,-4,-2
CCCN1Cc2cccc(C(=O)Nc3ccc(OC)c(OC)c3)c2C1=O,1,2,3,-4,4,-8,-2,3,-2,6
CCOCCCn1c(=O)c2ccccc2n2c(=S)[nH]nc12,-2,-6,3,1,0,0,1,5,-3,1
Cc1ccc(C(=O)NCC(=O)NCC(c2ccco2)N2CCCCC2)cc1C (centres undefined),6,3,0,0,-1,6,-1,-7,-6,-2
COc1ccc(CSc2nc3nc(C)cc(C)n3n2)cc1F,2,6,1,-1,6,3,-1,9,-1,5
COc1ccc2c(c1)[nH]c1c(=O)n(Cc3ccccn3)cnc12,-2,-1,2,4,-3,7,3,-5,3,2
COc1ccc(/C=C(/C#N)C(=O)Nc2cc(C)ccc2C)cc1C(=O)O,-1,7,0,0,-3,-4,1,4,2,0
Cn1ccnc1SC(=O)N1c2ccccc2Sc2ccccc21,-1,-7,12,10,1,4,3,4,-3,0
Cc1cc(NC(=O)CSc2nnc(Nc3ccccc3F)s2)no1,2,-5,-4,5,-3,-4,2,4,3,-3

# From PubChem BioAssay
